Screening data: PubChem, several laboratories
TcdB inh: blocks C. difficile toxin B glycohydrolase activity. P18177. TcdB glycohydrolase enzymatic assay, plate reader. inhibition, % at 9.99 µM. actives 0.24% (n = 350,000); in the data active = inhibition above about 10%
Target sequence (P18177 whole entry, looked up): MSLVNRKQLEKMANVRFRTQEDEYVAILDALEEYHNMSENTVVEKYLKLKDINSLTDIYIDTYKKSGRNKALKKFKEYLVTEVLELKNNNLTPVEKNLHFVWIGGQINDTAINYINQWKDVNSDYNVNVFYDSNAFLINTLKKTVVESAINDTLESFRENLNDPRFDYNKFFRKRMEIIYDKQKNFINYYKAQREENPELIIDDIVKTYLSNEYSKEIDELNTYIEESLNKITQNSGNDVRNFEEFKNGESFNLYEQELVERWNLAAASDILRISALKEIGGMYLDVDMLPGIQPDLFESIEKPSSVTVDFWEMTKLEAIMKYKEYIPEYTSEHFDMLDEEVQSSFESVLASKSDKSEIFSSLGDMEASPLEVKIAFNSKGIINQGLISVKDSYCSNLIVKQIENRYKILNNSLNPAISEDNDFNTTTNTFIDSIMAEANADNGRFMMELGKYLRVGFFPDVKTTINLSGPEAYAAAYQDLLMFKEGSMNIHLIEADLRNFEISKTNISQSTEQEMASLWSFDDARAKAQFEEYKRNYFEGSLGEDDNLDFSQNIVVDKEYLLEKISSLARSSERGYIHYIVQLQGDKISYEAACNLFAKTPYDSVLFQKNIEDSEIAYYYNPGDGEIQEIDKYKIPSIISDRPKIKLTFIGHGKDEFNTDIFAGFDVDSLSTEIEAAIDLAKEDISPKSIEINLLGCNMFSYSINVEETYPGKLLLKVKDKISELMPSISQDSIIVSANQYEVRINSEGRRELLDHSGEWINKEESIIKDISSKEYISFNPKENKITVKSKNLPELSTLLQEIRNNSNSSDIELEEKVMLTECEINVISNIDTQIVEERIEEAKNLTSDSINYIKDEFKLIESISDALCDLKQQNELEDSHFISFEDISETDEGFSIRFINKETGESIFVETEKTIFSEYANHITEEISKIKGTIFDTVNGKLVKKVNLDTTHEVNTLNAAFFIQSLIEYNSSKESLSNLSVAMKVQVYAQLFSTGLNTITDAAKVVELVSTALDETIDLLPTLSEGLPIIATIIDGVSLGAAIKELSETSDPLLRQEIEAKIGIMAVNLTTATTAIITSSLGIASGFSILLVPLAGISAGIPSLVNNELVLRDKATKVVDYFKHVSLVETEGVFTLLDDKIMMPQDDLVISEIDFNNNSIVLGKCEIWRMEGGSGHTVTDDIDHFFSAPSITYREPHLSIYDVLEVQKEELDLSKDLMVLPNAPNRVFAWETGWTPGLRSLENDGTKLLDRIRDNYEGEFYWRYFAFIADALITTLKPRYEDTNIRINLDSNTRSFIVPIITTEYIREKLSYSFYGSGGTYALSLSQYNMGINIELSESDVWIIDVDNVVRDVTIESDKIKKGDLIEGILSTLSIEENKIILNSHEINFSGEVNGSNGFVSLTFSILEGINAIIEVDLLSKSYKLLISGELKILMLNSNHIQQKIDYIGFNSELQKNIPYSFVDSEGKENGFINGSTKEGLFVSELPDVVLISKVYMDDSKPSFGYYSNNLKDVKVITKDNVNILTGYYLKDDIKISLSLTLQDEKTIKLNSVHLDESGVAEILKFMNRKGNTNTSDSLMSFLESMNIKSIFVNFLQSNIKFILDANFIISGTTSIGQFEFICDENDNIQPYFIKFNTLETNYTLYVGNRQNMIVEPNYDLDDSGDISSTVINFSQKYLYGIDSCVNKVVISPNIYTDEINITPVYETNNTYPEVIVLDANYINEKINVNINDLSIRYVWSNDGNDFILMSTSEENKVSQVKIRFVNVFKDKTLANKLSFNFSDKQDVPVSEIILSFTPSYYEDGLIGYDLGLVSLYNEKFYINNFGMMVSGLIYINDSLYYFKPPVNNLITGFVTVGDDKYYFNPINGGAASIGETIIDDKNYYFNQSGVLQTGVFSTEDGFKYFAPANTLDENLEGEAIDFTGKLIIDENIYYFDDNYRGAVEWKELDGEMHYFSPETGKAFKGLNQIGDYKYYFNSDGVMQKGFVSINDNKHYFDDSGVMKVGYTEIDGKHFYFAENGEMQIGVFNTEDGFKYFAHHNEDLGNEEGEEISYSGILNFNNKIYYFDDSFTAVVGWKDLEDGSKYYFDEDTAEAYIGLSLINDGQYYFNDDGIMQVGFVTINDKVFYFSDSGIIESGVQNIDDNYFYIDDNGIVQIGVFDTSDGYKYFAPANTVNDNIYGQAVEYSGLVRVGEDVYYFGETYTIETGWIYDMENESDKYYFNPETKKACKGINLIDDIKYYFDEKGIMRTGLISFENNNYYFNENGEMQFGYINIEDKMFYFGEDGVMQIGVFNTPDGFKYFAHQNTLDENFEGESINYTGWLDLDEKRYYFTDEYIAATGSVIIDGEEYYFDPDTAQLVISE
BoNT-A LC inh2: inhibitors of Botulinum neurotoxin A light chain protease | inhibition, % at 10 µM | multiplex microsphere protease substrate cleavage, flow cytometry | actives 0.17% (n = 360,000); note: plate controls were buffer without enzyme for full effect and enzyme alone for no effect
Anthrax LF inh2: inhibitors of Bacillus anthracis lethal factor protease; inhibition, % at 10 µM; actives 0.12% (n = 360,000); multiplex microsphere protease cleavage assay, LF; P15917; note: plate controls were buffer without enzyme for full effect and enzyme alone for no effect
3CLpro inhibitor: SARS-CoV 3CLpro protease inhibition | actives 0.14% (n = 290,000) | inhibition, % at 6 µM | recombinant SARS-CoV 3CLpro, quenched FRET peptide cleavage | P0C6X7; in the data active = inhibition above about 12%
SSB-PriA inh: inhibitors of Klebsiella pneumoniae PriA binding to SSB C-terminal tail. inhibition, % at 33 µM. actives 0.6% (n = 430,000). AlphaScreen SSBct-PriA binding, biotinylated peptide. AID 1272365; in the data active = inhibition mostly above about 37%, no sharp cut-off; inactive = mostly below about 20%;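 note: plate controls were negative control peptide for no effect and reference peptide for full effect; strong numbers were not always called active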
Y pestis TopoI: inhibitors of Yersinia pestis topoisomerase I | Y. pestis Topo-I cleavage product accumulation, plate reader | activity, % at 10 µM | actives 0.064% (n = 360,000) | AID 504884; in the data active = activity above about 50%, passing the limit was not always enough; inconclusive = no clear call, values can overlap the other calls; note: inactives centre near 2
BH1578 lux ind: induces V. cholerae light production without autoinducers; actives 0.16% (n = 350,000); AID 588436; V. cholerae BH1578 lux reporter, luminescence, 6 h; activation, % at 18.7 µM; in the data active = activation mostly above about 9.7%, no sharp cut-off; inconclusive = no clear call, values can overlap the other calls; inactive = mostly below about 3.7%; note: not every result past the cut was called active; inactives centre near 0; reference of the scale not given here
PfHsp40 yeast: rescue of PfHsp40-mediated yeast toxicity; S. cerevisiae expressing PfHsp40, growth rescue, ATP luminescence; growth rescue, % at 12.5 µM; AID 504582; actives 0.68% (n = 340,000); in the data active = growth rescue above about 28%, passing the limit was not always enough; inconclusive = no clear call, values can overlap the other calls;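 note: yeast W303a lacking pdr1 and pdr3 grown in galactose medium; growth measured after three days at 30 °C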
PrPC TRFRET: reduces human prion protein on the cell surface. actives 0.43% (n = 370,000). AID 720596. P04156. cell surface PrPC, TR-FRET read-out. inhibition, % at 13.8 µM; in the data active = inhibition above about 24%; note: 0% = median of the test wells and 100% = reference compound wells
Numbers without * were called inactive; i = inactive; ? = inconclusive; . = no result given. Cut-off read from the data, not from the text of the source, unless noted: active = inhibition above about 30%; inconclusive = no clear call, values can overlap the other calls; inactive = below that. This is a subset; count on the stated rates, not on these rows.

SMILES	TcdB inh	BoNT-A LC inh2	Anthrax LF inh2	3CLpro inhibitor	SSB-PriA inh	Y pestis TopoI	BH1578 lux ind	PfHsp40 yeast	PrPC TRFRET
CCOc1cc(C(=O)N/N=C/c2cn(-c3ccccc3)nc2-c2cc3ccccc3o2)cc(OCC)c1OCC	0.8	-0.5	-2	.	.	1	-0.5	1.1	-2
CCc1nc(C)cn1S(=O)(=O)c1ccc([N+](=O)[O-])cc1	0.1	-0.2	2	0	-12	-1	i	-0.3	-4
O=C(COC(=O)c1cccc(NS(=O)(=O)/C=C/c2ccccc2)c1)Nc1ccccc1OC(F)F	.	0.0	-1	-2	-14	11	-0.3	0.0	0
NS(=O)(=O)c1ccc(CCNC(=O)CSc2nc3ccsc3c(=O)n2CC(=O)O)cc1	-0.8	-0.6	2	-1	-3	2	i	-0.5	-7
Cn1c(CCNC(=O)c2ccccc2)nc2cc(NC(=O)C3CCCCC3)ccc21	.	2.6	-1	6	-20	7	i	0.1	-2
COc1ccccc1NCC(=O)N/N=C/c1c(O)ccc2ccccc12	0.2	2.6	1	6	.	-5	-0.8	-1.7	-13
O=S(=O)(NNc1cccc(Cl)n1)c1ccc(Cl)cc1	0.7	-0.3	-1	-1	-5	4	i	-1.7	9
COC(=O)[C@]1(Cc2ccccc2)N[C@H](CN(C)C(=O)Nc2ccccc2)[C@@H]2C(=O)N(Cc3ccccc3)C(=O)[C@@H]21	1.1	-0.4	1	.	5	11	-1.0	3.5	-6
CCOC(=O)C1=C(CN2CCN(C(=O)c3ccco3)CC2)NC(=O)NC1c1ccc(OC)cc1 (stereo unspecified)	1.3	0.1	1	0	-1	14	-0.6	-0.8	1
COc1ccc(COc2cc(-c3cccc(OC)c3)nc3ccc(NC(=O)c4cccnc4)cc23)cc1	1.5	-0.6	6	-4	14	9	0.2	-1.1	-1
COC(=O)CSc1nnc(NC(=O)c2ccc3c(c2)OCO3)s1	1.6	-3.3	0	4	-2	8	i	0.8	1
COc1ccc(Nc2nc(Nc3ccc(OC)cc3)nc(SC3=NCCS3)n2)cc1	0.2	-1.6	-4	5	-19	-4	i	2.5	7
CN(CCc1cnn(C)c1)Cc1cn(C)nc1-c1ccccc1F	3.0	-1.9	0	7	1	3	-0.1	-0.9	-11
O=C(c1ccccc1Cl)N1N=C(c2ccc(Br)cc2)CC1c1nc2ccccc2[nH]1 (stereo unspecified)	.	-0.8	-2	7	-3	-3	-3.2	-0.7	-8
Cc1cccc(N(CC(=O)N2CCCCCC2)S(C)(=O)=O)c1	0.4	-5.3	-7	4	7	-4	-0.9	-1.2	-4
N#C/C(=C\c1ccc(O)c(O)c1)S(=O)(=O)c1ccccc1	.	-3.1	-8	1	-8	2	-0.3	-1.1	12
CC(C)CN(C(=O)COC(=O)CN1C(=O)c2ccccc2C1=O)c1c(N)n(Cc2ccccc2)c(=O)[nH]c1=O	1.0	1.0	-3	.	6	5	-0.1	0.0	0
O=C(NCCC1=CCCCC1)C1CCC(=O)N(Cc2ccc(Cl)cc2)C1 (stereo unspecified)	0.8	0.1	1	1	-8	24	7.1	-0.5	3
NC(=O)c1ccc(SCC(=O)OCC(=O)N2CCCCC2)c([N+](=O)[O-])c1	2.1	-0.3	-2	.	-6	-6	i	.	-22
O=C(COC(=O)c1cc2ccccc2oc1=O)Nc1ccc(F)cc1F	0.6	-0.4	4	1	-6	6	-0.4	-0.7	2

The final 6 records of the section before lead into the next:
SMILES	TcdB inh	BoNT-A LC inh2	Anthrax LF inh2	3CLpro inhibitor	SSB-PriA inh	Y pestis TopoI	BH1578 lux ind	PfHsp40 yeast	PrPC TRFRET
Cc1cccc(N(CC(=O)N2CCCCCC2)S(C)(=O)=O)c1	0.4	-5.3	-7	4	7	-4	-0.9	-1.2	-4
N#C/C(=C\c1ccc(O)c(O)c1)S(=O)(=O)c1ccccc1	.	-3.1	-8	1	-8	2	-0.3	-1.1	12
CC(C)CN(C(=O)COC(=O)CN1C(=O)c2ccccc2C1=O)c1c(N)n(Cc2ccccc2)c(=O)[nH]c1=O	1.0	1.0	-3	.	6	5	-0.1	0.0	0
O=C(NCCC1=CCCCC1)C1CCC(=O)N(Cc2ccc(Cl)cc2)C1 (stereo unspecified)	0.8	0.1	1	1	-8	24	7.1	-0.5	3
NC(=O)c1ccc(SCC(=O)OCC(=O)N2CCCCC2)c([N+](=O)[O-])c1	2.1	-0.3	-2	.	-6	-6	i	.	-22
O=C(COC(=O)c1cc2ccccc2oc1=O)Nc1ccc(F)cc1F	0.6	-0.4	4	1	-6	6	-0.4	-0.7	2
CCC(=O)OC1(C)C(=O)C=C2C=C(C3CC3)OC=C2C1=O (stereo unspecified)	-1.2	-0.1	-9	.	-9	-8	-0.6	-0.5	-3
CC(NC(=O)CSCc1ccc(Br)cc1)c1ccccc1 (stereo unspecified)	3.1	-0.1	-3	-6	-9	29	-0.3	0.5	-4
CSc1ccc(S(=O)(=O)N2CCC(C(=O)NCc3cccnc3)CC2)cc1	0.2	-3.2	0	1	0	3	0.6	-1.2	7
CN(C)CCC#CC(O)(c1ccccc1)c1ccccc1	.	0.4	0	1	-3	-7	-0.7	-0.3	-2
O=C1/C(=C/c2ccccn2)SC(=S)N1CCc1ccccc1	1.8	?	-6	2	-6	-6	-0.6	0.9	-1
COc1ccc(-c2cn(Cc3ccc(C)cc3)nn2)cc1	1.7	-0.6	-3	6	-3	-5	i	-0.5	-5
COc1ccc(NC(=O)COC(=O)c2c(C)noc2C)c(OC)c1	.	-0.2	2	6	-18	0	i	-1.6	6
COCCNC(=O)C1c2cc(OC)c(OC)cc2C(=O)N(C)C1c1cccnc1 (stereo unspecified)	.	0.6	-2	-1	-11	5	3.8	-1.0	-7
Cc1cc(C)n2nc(CC(=O)NNC(=O)c3ccccc3Cl)nc2n1	3.8	0.0	-3	1	-3	-6	i	0.0	0
CN(C)C(=O)Oc1ccc(Br)cc1C(=O)Nc1ccc(F)c(Cl)c1	1.3	1.9	-11	0	-13	-2	-0.8	-0.4	-3
Cc1c(/C(O)=C2\C(=O)C(=O)N(CCN(C)C)C2c2ccccc2)cnn1-c1ccccc1 (stereo unspecified)	-1.1	.	.	-3	.	-2	-1.6	0.4	3
CC(CCc1ccccc1)NC(=O)COC(=O)C1CCC(C(C)(C)C)CC1 (stereo unspecified)	-0.6	0.4	-1	4	-12	25	-3.8	1.5	-4
Cc1ccc(C(=O)Nc2cc(=O)n(C)c(=O)n2C)o1	.	?	-2	2	-18	-2	i	-0.5	1
Cc1ccc(NC(=O)N2CCCCC2)cc1[N+](=O)[O-]	1.0	1.1	-6	2	-9	2	-0.5	0.6	-2
COc1ccc(-c2cc(C(=O)N3CCc4ccccc4C3)no2)cc1	-0.5	-0.4	-7	2	-4	27	i	3.8	-1
O=C(NC(=S)Nc1cccnc1)c1cc2ccccc2o1	.	-0.2	-2	1	-7	-5	i	-0.4	6
COc1ccccc1NC(=O)CSc1ccc2nnc(-c3ccccn3)n2n1	2.1	-0.3	-2	.	-10	2	-0.1	0.5	-1
CC(C)=CCC[C@H](C)C[C@@H]1Cc2[nH]c(=S)[nH]c(=O)c2[C@@H](c2ccc(F)cc2)O1	1.2	0.2	5	.	.	.	.	.	-9
CC(C)(C)c1cc(=O)n2c(C#N)c(C#N)nc2[nH]1	.	0.3	-4	3	12	1	-0.4	-0.5	-3
Cc1ccccc1CC1(CO)CCCN(C(=O)CCN2CCCO2)C1 (stereo unspecified)	-2.6	-0.2	0	-2	-1	0	-5.9	-0.8	-5

Given in markdown: two of the compounds above.
| canonical_smiles | TcdB inh | BoNT-A LC inh2 | Anthrax LF inh2 | 3CLpro inhibitor | SSB-PriA inh | Y pestis TopoI | BH1578 lux ind | PfHsp40 yeast | PrPC TRFRET |
| --- | --- | --- | --- | --- | --- | --- | --- | --- | --- |
| Cc1ccc(C(=O)Nc2cc(=O)n(C)c(=O)n2C)o1 | . | ? | -2 | 2 | -18 | -2 | i | -0.5 | 1 |
| Cc1ccc(NC(=O)N2CCCCC2)cc1[N+](=O)[O-] | 1.0 | 1.1 | -6 | 2 | -9 | 2 | -0.5 | 0.6 | -2 |

Further structures
SMILES	TcdB inh	BoNT-A LC inh2	Anthrax LF inh2	3CLpro inhibitor	SSB-PriA inh	Y pestis TopoI	BH1578 lux ind	PfHsp40 yeast	PrPC TRFRET
CCOP(=S)(OCC)Oc1cc(C)nc(C(C)C)n1	1.0	0.2	-3	.	-8	1	-0.4	-1.6	-1
CN1CCN(CCCC(=O)c2ccc(C3CCCC3)cc2)CC1	-11	3.1	0	4	7	0	-0.2	0.1	6
CC(C)(C)C(=O)Nc1cc2nn(-c3ccccc3)nc2cc1Cl	.	2.7	-1	2	-12	-4	0.7	0.6	5
CCn1c(SCC(=O)N2CCCC2=O)nnc1-c1cccs1	0.9	-0.4	-2	.	-20	4	i	0.5	-5
CN(C(=O)CSc1nnc(COc2ccccc2F)n1N)C1CCS(=O)(=O)C1 (stereo unspecified)	4.3	1.4	6	.	-5	1	i	-1.0	-1
CCOc1ccc(S(=O)(=O)N(CC(=O)NC2CCCC2)c2ccc(F)cc2)cc1	0.0	-0.1	-6	-2	11	34	i	1.4	-1
N=c1ccn2c(n1)OC1C(O)C(CO)OC12 (stereo unspecified)	-0.2	-3.9	-4	1	-1	-1	i	0.2	-5
O=C(/C=C/c1ccc(S(=O)(=O)N2CCOCC2)cc1)Nc1cc(F)ccc1F	2.2	-0.2	0	.	-4	11	i	1.5	-8
CCOc1cc(S(=O)(=O)NCc2ccncc2)ccc1Cl	-0.3	-0.9	-2	4	2	-5	5.7	0.9	4
CCc1nnc(NC(=O)CCc2nc(C3=CCN(C)CC3)no2)s1	.	0.3	-2	1	-10	-8	i	-1.7	-22
Cc1ccc(CN(C)C(=O)c2cccc(S(=O)(=O)N3CCN(Cc4ccccc4)CC3)c2)o1	0.1	1.4	-7	.	8	22	-1.4	0.4	8
C/C(=N/NC(=O)c1cc(-c2ccc(Cl)s2)[nH]n1)c1ccco1	0.4	-0.5	-9	1	29	3	0.8	.	-3
NC(=O)c1ccccc1NC(=O)CCCCCn1nnc2ccccc2c1=O	0.3	-2.1	17	-5	1	2	0.2	-0.4	-5
COc1cc(NS(=O)(=O)c2ccc3c(c2)n(C)c(=O)n3C)cc(OC)c1	.	-0.2	-1	1	-5	-3	i	-0.5	1
CCCC(=O)Nc1ccc(S(=O)(=O)N2CCC(c3nc4ccccc4[nH]3)CC2)cc1	-4.0	1.5	6	.	-7	6	-1.7	-0.2	-1
CC(C)OC(=O)NCN1C(=O)C2C3C=CC(C3)C2C1=O (stereo unspecified)	.	-0.8	-2	-1	-14	5	-0.2	-1.5	-5
